PolyA inhibitor = polyadenylation inhibitors in yeast reporter cells, primary screen, luminescence, S. cerevisiae. S. cerevisiae SKY197-pL101 polyadenylation reporter, beta-gal luminescence; efflux-impaired pdr1/pdr3 knockout yeast; score 100 = 6 SD above DMSO. calls only at 12 µM. 0.02% of 300,000 active. AID 1875, 2009;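 active means lowest replicate activity score at least 50, where 100 means six control SD above control mean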;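 further: yeast exposed to compound for 9 h at 30 °C; higher score means more reporter readthrough which indicates perturbed polyadenylation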
MrgX1 ag = agonists of human MrgX1 receptor, primary screen, HEK293 cells, Fluo-4 calcium flux | Mas-related G-protein coupled receptor member X1 (Homo sapiens), Q96LB2 | Fluo-4 calcium fluorescence, agonist mode; active compounds read high | B-score at 10 µM | 0.44% of 310,000 active | AID 588627, 2011;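 active means calcium response B-score plate-corrected fluorescence ratio at least 3 library SD, with starting fluorescence B-score inside 5 SD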
Target sequence (Q96LB2 whole entry, looked up): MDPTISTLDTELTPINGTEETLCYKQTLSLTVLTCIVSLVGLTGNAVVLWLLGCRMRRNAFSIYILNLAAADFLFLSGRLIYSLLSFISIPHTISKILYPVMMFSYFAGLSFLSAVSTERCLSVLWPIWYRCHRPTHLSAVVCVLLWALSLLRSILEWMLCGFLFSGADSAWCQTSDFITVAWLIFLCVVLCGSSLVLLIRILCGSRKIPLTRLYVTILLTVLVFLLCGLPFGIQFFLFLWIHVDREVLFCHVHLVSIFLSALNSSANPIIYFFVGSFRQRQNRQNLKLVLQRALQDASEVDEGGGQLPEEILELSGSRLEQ
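Material: HEK293 cells stably expressing human MrgX1 receptor | Quantity: 15,000 cells per well | Times: Cells plated overnight, dye loaded 0.5 h 37 °C, 0.5 h room temperature | Measured by: Kinetic Fluo-4 NW fluorescence of intracellular calcium | Control set: Positive and negative controls per plate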
AI-2 QS modul = Vibrio harveyi AI-2 quorum sensing modulators, primary screen, JMH597 strain, luminescence/OD600 ratio | AID 2094, 2009 | 0.4% of 300,000 active | Vibrio harveyi JMH597 AI-2 luminescence/OD600 ratio, 9 h; active compounds read low; strain lacks LuxN and CqsS sensors; 0 = neutral-control median | activity change, % at 7.5 µM; in the data active means activity change below about -75%, passing the limit was not always enough;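 further: luminescence divided by OD600 gain over 9 h not by final OD600 alone; inactives centre near 13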
MrgX1 allo act = positive allosteric modulators of MrgX1, primary screen, HEK293 cells, Fluo-4 calcium flux; Mas-related G-protein coupled receptor member X1 (Homo sapiens), Q96LB2; FDSS; active compounds read high; B-score at 10 µM; 0.63% of 310,000 active; AID 588675, 2011;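 active means plate-corrected calcium response at least 3 library SD above typical, normal starting fluorescence, not activating the receptor alone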;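 further: compound read alongside a low EC10 to EC30 dose of BAM8-22 agonist; peak minus trough fluorescence over baseline measured at the second addition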
HIF act = HIF pathway transcriptional activators, primary screen, cell-based, U2OS HRE-luciferase, luminescence. U2OS HRE-luciferase reporter; normalized: DMSO 0%, desferrioxamine 100%. activation, % at 7.5 µM (by protocol). 0.32% of 300,000 active;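 active means mean activation of at least 10% of the iron chelator positive control signal, with at least half of replicates also reaching 10%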
MrgX1 antagonist = antagonists of human MrgX1 receptor, primary screen, HEK293 cells, Fluo-4 calcium flux | BAM8-22 antagonism; active compounds read low | B-score at 10 µM | 1.3% of 310,000 active | AID 588676, 2011;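 active means calcium-response B-score plate-corrected more than 3 library SD below zero, starting fluorescence within 5 deviations, no agonist response on first addition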;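 further: peak minus trough fluorescence over baseline after final BAM8-22 challenge near maximal dose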
* marks the source's active call; other numbers are inactive results.

The opening 2 compounds, ahead of the listing:
For CC(C)COCC1CC2(CC(C)(c3csc(N)n3)OC2=O)C(=O)O1 (stereo unspecified) the results were AI-2 QS modul 11.3.
COc1ccc(S(=O)(=O)N2CCN(C(=O)COc3ccc4c(C)cc(=O)oc4c3)CC2)cc1 was read as AI-2 QS modul 3.5.

This part in full (from the top)
For CC(C)COCC1CC2(CC(C)(c3csc(N)n3)OC2=O)C(=O)O1 (stereo unspecified) the results were AI-2 QS modul 11.3.
COc1ccc(S(=O)(=O)N2CCN(C(=O)COc3ccc4c(C)cc(=O)oc4c3)CC2)cc1 was read as AI-2 QS modul 3.5.
`CN(C)[C@@H]1C(=O)C(C(=O)NCN2CCCC2)=C(O)[C@@]2(O)C(=O)C3=C(O)c4c(O)cccc4[C@@](C)(O)C3CC12` (stereo partly specified) gave AI-2 QS modul 4.4.
CC(NC(=O)OCc1ccccc1)C(=O)N1CC(O)CC1C(=O)O (stereo unspecified) was read as PolyA inhibitor inactive, AI-2 QS modul 20.6 and HIF act 0.3.
`Cc1ccc(C(=O)Nc2nc(=O)n(C(=O)c3ccccc3Cl)s2)cc1` gave PolyA inhibitor inactive, AI-2 QS modul 13.2 and HIF act 3.2.
Screening CCC(=Nc1ccccc1)C1=C(O)CC(C)(C)CC1=O returned PolyA inhibitor inactive, AI-2 QS modul 2.5 and HIF act -0.2.
For O=C(c1cc2nc(-c3ccco3)cc(C(F)(F)F)n2n1)N1CCN(c2ccc(F)cc2)CC1 the results were MrgX1 ag inactive, MrgX1 allo act inactive and MrgX1 antagonist inactive.
Screening Cc1ccc(S(=O)(=O)N2[C@@H](c3ccc(Cl)cc3)C(C(=O)O)=CC[C@H]2c2ccc(Cl)cc2)cc1 returned MrgX1 ag inactive, MrgX1 allo act inactive and MrgX1 antagonist inactive.
Screening Cc1ccc(S(=O)(=O)C(C#N)c2nc3ccccc3nc2N2CCCC2)cc1C (stereo unspecified) returned MrgX1 ag inactive, MrgX1 allo act inactive and MrgX1 antagonist -6.25*.
`CCc1nc(N2CCN(C(=O)c3ccccc3)CC2)c(C#N)c2c1COC(C)(C)C2` gave MrgX1 ag inactive, MrgX1 allo act inactive and MrgX1 antagonist inactive.
For COc1ccc(C(=O)/C=C/Nc2ccccn2)cc1 the results were MrgX1 ag inactive, MrgX1 allo act inactive and MrgX1 antagonist inactive.
COc1ccc(NC(=O)C2CCCN2S(=O)(=O)c2ccc3c(c2)CCC(=O)N3)cc1Cl (stereo unspecified) was read as MrgX1 ag inactive, MrgX1 allo act inactive and MrgX1 antagonist inactive.
Screening C=CCN1C(C(=O)c2ccccc2)=C(OC(=O)COc2ccccc2)c2ccccc2S1(=O)=O returned MrgX1 ag inactive, MrgX1 allo act inactive and MrgX1 antagonist inactive.
Screening Cn1c(=O)c(C(=O)COC(=O)c2cc(C3CC3)nc3ccccc23)c(N)n(Cc2ccccc2)c1=O returned MrgX1 ag inactive, MrgX1 allo act inactive and MrgX1 antagonist inactive.
CCOC(=O)c1ccc2c(c1)C1C=CCC1C(C(=O)O)N2 (stereo unspecified) was read as MrgX1 ag inactive, MrgX1 allo act inactive and MrgX1 antagonist inactive.
Screening COc1ccc(N2C(=O)[C@@H]3[C@H](C2=O)[C@H]2c4ccccc4C=CN2[C@@H]3C(=O)Nc2ccccc2)cc1 returned MrgX1 ag inactive, MrgX1 allo act inactive and MrgX1 antagonist -7.13*.
For FC(F)(F)c1nnc2ccc(N3CCCCCC3)nn12 the results were MrgX1 ag inactive, MrgX1 allo act inactive and MrgX1 antagonist inactive.
Screening COc1ccc(-c2cc(C(=O)NCc3ccco3)no2)cc1OC returned MrgX1 ag inactive, MrgX1 allo act inactive and MrgX1 antagonist inactive.
`CN(C)C(=O)N=NC(=O)N(C)C` gave MrgX1 ag inactive, MrgX1 allo act inactive and MrgX1 antagonist inactive.
Screening Cc1cccc(N(CC(=O)NCCC2=CCCCC2)S(C)(=O)=O)c1C returned MrgX1 ag inactive, MrgX1 allo act inactive and MrgX1 antagonist inactive.
For O=C(O)c1c2c(nc3ccc(S(=O)(=O)N4CCC(C(=O)N5CCCCC5)CC4)cc13)CCCC2 the results were MrgX1 ag inactive, MrgX1 allo act inactive and MrgX1 antagonist inactive.
Screening O=C(CN1CCN(C(=O)c2ccco2)CC1)Nc1ccc(Cl)c(C(F)(F)F)c1 returned MrgX1 ag inactive, MrgX1 allo act inactive and MrgX1 antagonist inactive.
For Cn1c(N2CCOCC2)nc2c1c(=O)n(Cc1ccc(Cl)c(Cl)c1)c(=O)n2C the results were MrgX1 ag inactive, MrgX1 allo act inactive and MrgX1 antagonist inactive.
NS(=O)(=O)c1cc(Cl)c(Cl)c(S(N)(=O)=O)c1 was read as MrgX1 ag inactive, MrgX1 allo act inactive and MrgX1 antagonist inactive.
CC1(C)C2CCC(C2)C1(C)NC(=O)CN1CCOCC1 (stereo unspecified) was read as MrgX1 ag inactive, MrgX1 allo act inactive and MrgX1 antagonist -10.1*.
Cc1ccc(S(=O)(=O)N2[C@@H](c3ccc(F)cc3)C(C(=O)O)=CC[C@H]2c2cccc(Cl)c2)cc1 was read as MrgX1 ag inactive, MrgX1 allo act inactive and MrgX1 antagonist inactive.
C=CCn1c(=S)[nH]c2scc(-c3ccco3)c2c1=O was read as MrgX1 ag inactive, MrgX1 allo act inactive and MrgX1 antagonist inactive.
CCn1c(=N)c(C(=O)NCCCOC)cc2c(=O)n3cccc(C)c3nc21 was read as MrgX1 ag inactive, MrgX1 allo act inactive and MrgX1 antagonist inactive.
For O=C(O)c1ccc(N(c2ccccc2)c2ccccc2)cc1 the results were MrgX1 ag inactive, MrgX1 allo act inactive and MrgX1 antagonist inactive.
`CCCn1cc(S(=O)(=O)CC(=O)Nc2ccc(OCC)cc2)c2ccccc21` gave MrgX1 ag inactive, MrgX1 allo act inactive and MrgX1 antagonist inactive.
CN(Cc1cnn(C)c1)C(=O)C1CCCCC1C(=O)O (stereo unspecified) was read as MrgX1 ag inactive, MrgX1 allo act inactive and MrgX1 antagonist inactive.
Screening S=C(c1ccc(N2CCCC2)cc1)N1CCCCC1 returned MrgX1 ag inactive, MrgX1 allo act inactive and MrgX1 antagonist inactive.
N#CC(C#N)=C1C=CC=CN1/C(=C\c1ccco1)C(=O)c1ccc(Br)cc1 was read as MrgX1 ag inactive, MrgX1 allo act inactive and MrgX1 antagonist inactive.
O=C(C1CCN(S(=O)(=O)c2cccc3cccnc23)CC1)N1CCN(Cc2ccccc2)CC1 was read as MrgX1 ag inactive, MrgX1 allo act inactive and MrgX1 antagonist inactive.
CC[C@@H]1Cc2cc(O)ccc2C2=C1c1ccc(O)cc1C[C@H]2CC was read as MrgX1 ag inactive, MrgX1 allo act inactive and MrgX1 antagonist inactive.
For CC(C)CSc1nc(N2CCOCC2)c2c(c1C#N)CC(C)(C)SC2 the results were MrgX1 ag inactive, MrgX1 allo act inactive and MrgX1 antagonist inactive.
For CC#CCOC(=O)c1c(C)nc2sc3c(c2c1N)CCC(O)C3 (stereo unspecified) the results were MrgX1 ag inactive, MrgX1 allo act inactive and MrgX1 antagonist inactive.
For CCOC(=O)C(C)Sc1nnc(Cc2cc(=O)[nH]c(=O)[nH]2)n1-c1ccc(OCC)cc1 (stereo unspecified) the results were MrgX1 ag inactive, MrgX1 allo act inactive and MrgX1 antagonist inactive.
Screening COc1ccc(C2C(C(=O)NCc3cccnc3)c3ccccc3C(=O)N2C)cc1OC (stereo unspecified) returned MrgX1 ag inactive, MrgX1 allo act inactive and MrgX1 antagonist inactive.
Screening O=C(CCN1C(=O)/C(=C/c2cccs2)SC1=S)NC1=NCCS1 returned MrgX1 ag inactive, MrgX1 allo act inactive and MrgX1 antagonist inactive.
Screening CN(C)N=Nc1nc[nH]c1C(N)=O returned MrgX1 ag inactive, MrgX1 allo act inactive and MrgX1 antagonist inactive.
Screening O=c1[nH]n(-c2ccccc2)c(=O)c2ccccc12 returned MrgX1 ag inactive, MrgX1 allo act inactive and MrgX1 antagonist inactive.
`COC(=O)c1cccc(NC(=O)c2cccc(OC)c2)c1` gave MrgX1 ag inactive, MrgX1 allo act inactive and MrgX1 antagonist inactive.
Screening C#CCOCCOCCOCCNc1nc(N2CCN(C(=O)[C@H](CCCCN)n3cc(CC(C)O)nn3)CC2)nc(N2CCN(C(=O)[C@H](CCCCN)n3cc(CC(C)O)nn3)CC2)n1 (stereo partly specified) returned MrgX1 ag inactive, MrgX1 allo act inactive and MrgX1 antagonist inactive.
For Cn1c(=O)oc2cc(S(=O)(=O)N3CCC(C(=O)N4CCN(c5ccccc5)CC4)CC3)ccc21 the results were MrgX1 ag inactive, MrgX1 allo act inactive and MrgX1 antagonist inactive.
`OC(CN1CCN(c2cccc(Cl)c2)CC1)C(c1ccccc1)c1ccccc1` (stereo unspecified) gave MrgX1 ag inactive, MrgX1 allo act inactive and MrgX1 antagonist inactive.
O=C(CSc1nnnn1-c1ccc2c(c1)OCCO2)OC1CCCCC1 was read as MrgX1 ag inactive, MrgX1 allo act inactive and MrgX1 antagonist inactive.
Screening COc1ccc(C(=O)Nc2cccc(-c3cc4ccccc4oc3=O)c2)cc1[N+](=O)[O-] returned MrgX1 ag inactive, MrgX1 allo act inactive and MrgX1 antagonist inactive.
For S=P(N1CC1)(N1CC1)N1CC1 the results were MrgX1 ag inactive, MrgX1 allo act inactive and MrgX1 antagonist inactive.
`NC(N)=NCc1cccc(I)c1` gave MrgX1 ag inactive, MrgX1 allo act inactive and MrgX1 antagonist inactive.
Screening COc1ccc([C@@H]2CC=C(C(=O)O)[C@H](c3ccc(F)cc3)N2S(=O)(=O)c2ccccc2C)cc1 returned MrgX1 ag inactive, MrgX1 allo act inactive and MrgX1 antagonist inactive.
`CCC(=O)N1CCN=C1SCc1ccc(F)cc1` gave MrgX1 ag inactive, MrgX1 allo act inactive and MrgX1 antagonist inactive.

Copied from the entries so far for reference:
For Cn1c(=O)oc2cc(S(=O)(=O)N3CCC(C(=O)N4CCN(c5ccccc5)CC4)CC3)ccc21 the results were MrgX1 ag inactive, MrgX1 allo act inactive and MrgX1 antagonist inactive.
`OC(CN1CCN(c2cccc(Cl)c2)CC1)C(c1ccccc1)c1ccccc1` (stereo unspecified) gave MrgX1 ag inactive, MrgX1 allo act inactive and MrgX1 antagonist inactive.
O=C(CSc1nnnn1-c1ccc2c(c1)OCCO2)OC1CCCCC1 was read as MrgX1 ag inactive, MrgX1 allo act inactive and MrgX1 antagonist inactive.
Screening COc1ccc(C(=O)Nc2cccc(-c3cc4ccccc4oc3=O)c2)cc1[N+](=O)[O-] returned MrgX1 ag inactive, MrgX1 allo act inactive and MrgX1 antagonist inactive.
For S=P(N1CC1)(N1CC1)N1CC1 the results were MrgX1 ag inactive, MrgX1 allo act inactive and MrgX1 antagonist inactive.

Of the compounds above, these have a CF3 group.
For O=C(c1cc2nc(-c3ccco3)cc(C(F)(F)F)n2n1)N1CCN(c2ccc(F)cc2)CC1 the results were MrgX1 ag inactive, MrgX1 allo act inactive and MrgX1 antagonist inactive.
For FC(F)(F)c1nnc2ccc(N3CCCCCC3)nn12 the results were MrgX1 ag inactive, MrgX1 allo act inactive and MrgX1 antagonist inactive.
Screening O=C(CN1CCN(C(=O)c2ccco2)CC1)Nc1ccc(Cl)c(C(F)(F)F)c1 returned MrgX1 ag inactive, MrgX1 allo act inactive and MrgX1 antagonist inactive.

High-throughput results: PubChem, several laboratories

Not all compounds are listed; count on the stated rates, not on these rows.
